Platelet DG rel = modulates dense granule release in human platelets | 300,000 compounds, 0.22% hits | AID 1663 | human platelet-rich plasma, SFLLRN dense granule ATP release, luminescence | inhibition, %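 (compounds screened at 7.5 µM in platelet-rich plasma)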;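 active = mean replicate score, as percent of positive control, at or above 50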
HSP90 refold inh = HSP90 refolding inhibition in rabbit reticulocyte lysate; 290,000 compounds, 0.91% hits; luciferase refolding luminescence, 3 h; inhibition, % at 5.6 µM; AID 1789;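 active = inhibition above the screen-wide mean plus 3 SD, computed separately per campaign, cut at about 16% in these data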;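 note: 0% = DMSO wells and 100% = 60 µM geldanamycin wells; inhibitors lower the luminescence because luciferase stays unfolded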
IEC-6 cytotox = kills IEC-6 intestinal cells in KLF5 counter-screen | 290,000 compounds, 0.78% hits | IEC-6 cytotoxicity, luminescence viability | inhibition, % at 5 µM; in the data active = inhibition above about 22%;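 note: 0% = plate median of test compound wells and 100% = cytotoxic reference compound wells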
DYRK1A inh = blocks rat Dyrk1A kinase activity; Q63470; inhibition, % at 12.5 µM; ADP-Glo luminescence, NFATc1 peptide; 310,000 compounds, 0.43% hits; in the data active = inhibition above about 50%;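 note: plate controls were vehicle with enzyme for no effect and no enzyme for full effect; many of its hits are not listed in these tables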
aSyn UTR inh = 5' untranslated region of α-synuclein, MLPCN primary screen; alpha-synuclein 5'UTR reporter, inhibitor activity; inhibition, % (tested at 7.5 µM); 300,000 compounds, 0.82% hits; AID 1813; in the data active = inhibition above about 60%;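 note: H4 neuroglioblastoma cells stably carrying SNCA 5'UTR luciferase fusion; 0% = DMSO wells and 100% = positive control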
HSF1 activator = increases HSF-1 driven luciferase reporter signal | 300,000 compounds, 1.7% hits | NIH3T3-HGL HSF-1 luciferase reporter, MG132, 8 h; 100% = twice DMSO control signal | AID 504408 | activation, % at 9 µM;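 active = mean replicate activation of at least 50% with a set share of replicates each reaching 50%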;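 note: 0% = median of the neutral control wells and 100% = twice that signal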
KLF5 inh = inhibitors of KLF5 expression. DLD-1 KLF5 promoter-luciferase reporter, luminescence. 290,000 compounds, 0.23% hits. inhibition, % at 5 µM;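 active = inhibition above a per-plate limit of that plate's mean compound inhibition plus 3 SD, cut at about 60% in these data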;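 note: 0% = DMSO wells and 100% = LY294002 at 200 µM; higher means less KLF5 promoter-driven luciferase light; inactives centre near -14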
GSK3A inh = human GSK-3 alpha kinase inhibition. P49840. ADP-Glo luminescence, 60 min. inhibition, % at 10 µM. 320,000 compounds, 0.1% hits;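 in the data active = inhibition above about 50%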;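 note: GST-tagged GSK-3 alpha with peptide substrate and 25 µM ATP; 0% = DMSO neutral wells and 100% = GW8510 positive control wells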
Target sequence (P49840 whole entry, looked up): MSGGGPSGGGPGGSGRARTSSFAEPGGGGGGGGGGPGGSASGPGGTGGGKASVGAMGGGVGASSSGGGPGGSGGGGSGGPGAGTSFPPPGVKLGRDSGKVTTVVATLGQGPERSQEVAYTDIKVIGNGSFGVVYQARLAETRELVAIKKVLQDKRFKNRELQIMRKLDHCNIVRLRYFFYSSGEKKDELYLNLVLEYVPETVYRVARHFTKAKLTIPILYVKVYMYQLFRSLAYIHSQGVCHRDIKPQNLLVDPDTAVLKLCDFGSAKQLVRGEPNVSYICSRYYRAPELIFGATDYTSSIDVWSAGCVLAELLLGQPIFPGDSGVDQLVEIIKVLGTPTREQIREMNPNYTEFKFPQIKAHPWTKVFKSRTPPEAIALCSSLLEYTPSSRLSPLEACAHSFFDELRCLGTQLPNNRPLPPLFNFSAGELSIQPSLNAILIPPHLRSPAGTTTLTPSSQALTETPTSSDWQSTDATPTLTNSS
GSK3beta inhib = human GSK3beta kinase inhibition | activity score (negative = inhibition), % at 10 µM | 300,000 compounds, 0.038% hits | P49841 | GST-GSK3beta kinase, ADP-Glo luminescence, 60 min; stronger effect = lower value | AID 2097;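 active = more than half of replicate wells score below -50%, meaning over 50% inhibition versus plate controls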;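 note: 0% = median DMSO wells and -100% = median GW8510 positive control wells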
Target sequence (P49841 whole entry, looked up): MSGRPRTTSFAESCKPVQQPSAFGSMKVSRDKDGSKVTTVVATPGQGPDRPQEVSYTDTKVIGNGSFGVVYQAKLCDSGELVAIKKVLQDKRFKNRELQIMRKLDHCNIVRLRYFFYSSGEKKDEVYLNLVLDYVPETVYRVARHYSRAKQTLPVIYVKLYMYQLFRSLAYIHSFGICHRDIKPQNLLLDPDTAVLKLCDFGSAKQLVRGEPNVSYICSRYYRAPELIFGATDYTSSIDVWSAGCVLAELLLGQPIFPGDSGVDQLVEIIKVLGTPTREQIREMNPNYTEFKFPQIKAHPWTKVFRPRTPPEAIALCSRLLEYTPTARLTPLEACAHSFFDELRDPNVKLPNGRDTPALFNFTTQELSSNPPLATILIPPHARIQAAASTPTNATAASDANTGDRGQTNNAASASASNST
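Assay system: GST-fused GSK3beta enzyme, cell-free / Medium: Tris pH 7.5 buffer with MgCl2, DTT, BSA, heparin / Also added: peptide substrate plus 25 µM ATP (final) / Compound: 10 µM single point / Timing: kinase reaction with compound 60 min at room temperature / Detection: ADP-Glo luminescence / Benchmarks: DMSO neutral wells and GW8510 at 20 µM as positive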
HSF1 inh = HSF1 inhibition; AID 2098; NIH3T3-HGL HSE-luciferase, MG132-induced, luminescence 8 h; stronger effect = lower value; 300,000 compounds, 0.77% hits; activity change, negative = inhibition, % at 7.5 µM (by protocol);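 active = more than half of replicate wells show activity change below -50%, luminescence cut by over half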;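 note: luciferase reports HSF-1 transcriptional activity via heat shock element; 0% = median of DMSO wells and -100% = zero luminescence signal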
The depositor's hits bear a star; . = no result given. Not all compounds are listed, so the mix of outcomes need not match the whole.

SMILES	Platelet DG rel	HSP90 refold inh	IEC-6 cytotox	DYRK1A inh	aSyn UTR inh	HSF1 activator	KLF5 inh	GSK3A inh	GSK3beta inhib	HSF1 inh
CCOP(=O)(C#CC(C)(C)C)C(O)(c1ccccc1)C(F)(F)F (centres undefined)	0	-1	1	-1	-1	-3	-22	-2	3	5
Fc1ccc(CNCCc2c[nH]c3ccccc23)cc1	6	1	-2	-3	-1	-6	-17	-1	1	1
CCOC(=O)[C@@H]1[C@H]2COc3ccc(Br)cc3[C@@H]2N2C(=O)N(c3cccc(C)c3)C(=O)[C@]12C	-5	2	-6	6	23	0	-14	0	0	4
Cc1ccc(C)c(C2(O)CC(C)N(C)CC2C)c1 (centres undefined)	9	-1	-3	3	11	-1	-24	12	-2	1
O=P(NS(=O)(=O)c1ccc(Br)cc1)(Oc1ccccc1)Oc1ccccc1	11	1	1	-2	-7	15	-16	-11	6	11
CCCc1c(C)nc(SCC(=O)C(C)(C)C)nc1OC(=O)N(C)C	5	-1	-1	4	-3	13	-13	-1	4	-7
COc1ccc(-n2c(C)cc(C(=O)C[N+]34CCN(CC3)CC4)c2C)cc1	-2	4	-1	-20	11	2	7	-3	1	-8
O=c1[nH]c(=S)n(C2CC2)c(O)c1/C=N/Nc1cccc2ccccc12	12	3	14	0	-42	14	-10	0	5	2
CCN1CCN(c2nc3c(c(=O)[nH]2)CCC3)CC1	5	0	1	3	13	-3	1	1	2	-1
Cn1c(O)c(N=Nc2cccc(S(=O)(=O)N3CCOCC3)c2)c(=O)n(C)c1=O	3	2	-5	4	17	1	-26	.	3	-8
COc1cccc(CCNCc2ccc(SC)cc2)c1	-10	5	0	0	15	-15	-6	-6	0	-4
COc1ccc(CC(=O)Nc2ccc(C#N)c(Cl)c2)cc1S(=O)(=O)N1CCOCC1	12	-2	-3	28	7	13	-30	-2	-2	7
CCCc1nnc(NC(=O)CCC(=O)N2CCN(CCOC(c3ccccc3)c3ccccc3)CC2)s1	-11	6	2	-3	3	-12	-12	0	2	-2
Fc1ccc(CCNCc2cccc(Cl)c2)cc1	0	1	-7	-11	10	3	-10	-3	-3	1
Cc1ncc(CN2CCCC(C(=O)c3ccc(C(C)(C)C)cc3)C2)s1 (centres undefined)	0	3	7	-4	-40	16	7	.	0	-1
COc1ccc(OC)c(CNCCc2ccc(OC)c(OC)c2)c1	5	1	4	6	6	-4	-5	-1	-1	-9
Cc1nc2ccccc2c(=O)n1-c1ccccc1C(F)(F)F	-1	1	2	3	18	29	12	0	-1	4
COc1ccc(F)cc1C(=O)C1CCCN(Cc2cnc(C)s2)C1 (centres undefined)	-2	6	-4	3	-11	-1	16	15	2	8
COc1ccc(/C=C2\C(=O)NC(=O)N(CCC3=CCCCC3)C2=O)c(OC)c1	-3	1	-4	3	-22	12	-2	-2	-1	12
CCCOc1ccc(N2C(=O)CC(N3CC=C(c4ccccc4)CC3)C2=O)cc1 (centres undefined)	5	2	-1	-2	22	.	-38	7	-6	.
COc1cccc(NC(=O)N2CCC3(CC2)OCCO3)c1	21	-5	3	-4	-51	-18	-82	-7	3	-9
Cc1cccnc1-n1c(CN2C(=O)c3ccccc3C2=O)nc2ccccc2c1=O	1	0	0	4	0	-3	-38	-2	1	-6
Cc1ccc(-n2c(O)c(C=NCCN(C)C)c(=O)[nH]c2=O)cc1	7	-1	-3	-3	17	8	-12	-3	1	1
CCN(CC)C(=O)c1ccc(NC(=O)COc2ccc([N+](=O)[O-])cc2Cl)cc1	-11	-4	-2	1	7	-2	-17	-2	5	6
CC(=NCC1CCCO1)c1c(O)n(C)c(=O)n(C)c1=O (centres undefined)	1	-1	1	-1	4	1	-30	.	-3	-14
Cc1ccc(OCC(=O)N2CCN(CC3CC4C=CC3C4)CC2)cc1 (centres undefined)	1	0	0	4	-6	-1	-9	-4	0	1
O=C(O)CC1OCC=C2CN3CCC45c6ccccc6NC4C1C2CC35 (centres undefined)	0	0	0	3	-6	-12	-13	5	-1	-3
C[C@]12CC[C@H](O)CC1C(=O)CC1C2CC[C@@]2(C)C1CC[C@@H]2O (some centres undefined)	.	.	.	-1	.	2	.	-1	.	2
NCC1(CC(=O)O)CCCCC1	.	3	7	.	.	.	-15	-8	.	.
COc1cccc(C(=O)C2CCCN(Cc3ccc(F)cc3)C2)c1 (centres undefined)	0	10	5	-4	-5	5	-10	0	0	7
Cc1cc(Cl)ccc1C(=O)C1CCCN(Cc2ccon2)C1 (centres undefined)	-2	0	-6	-3	5	2	-19	-1	6	4
O=C(N/N=C/c1c(O)n(CCc2ccccc2)c(=O)[nH]c1=O)c1ccncc1	4	7	6	4	1	-2	-8	6	0	0
O=C(Cc1ccccc1)OCC(=O)c1ccccc1	-13	-4	-4	2	-6	15	-10	-2	0	1
CC(=O)c1ccc(OCC(=O)N2CCCC(N(C)Cc3ccccc3)C2)cc1 (centres undefined)	-4	-5	2	2	-21	-11	-40	-2	1	-3
O=C(c1ccc(Cl)cc1)N1CCC2(CC1)OCCO2	-5	0	1	-2	10	2	-39	1	.	-6
Cc1cccc(-n2c(O)c(C=NCCCN3CCOCC3)c(=O)[nH]c2=O)c1C	1	-3	-6	-4	22	-6	-8	-4	0	-7

Continued, starting with the last three of the part before.
SMILES	Platelet DG rel	HSP90 refold inh	IEC-6 cytotox	DYRK1A inh	aSyn UTR inh	HSF1 activator	KLF5 inh	GSK3A inh	GSK3beta inhib	HSF1 inh
CC(=O)c1ccc(OCC(=O)N2CCCC(N(C)Cc3ccccc3)C2)cc1 (centres undefined)	-4	-5	2	2	-21	-11	-40	-2	1	-3
O=C(c1ccc(Cl)cc1)N1CCC2(CC1)OCCO2	-5	0	1	-2	10	2	-39	1	.	-6
Cc1cccc(-n2c(O)c(C=NCCCN3CCOCC3)c(=O)[nH]c2=O)c1C	1	-3	-6	-4	22	-6	-8	-4	0	-7
C=CCn1c(O)c(C(C)=NCC2CCCO2)c(=O)[nH]c1=O (centres undefined)	-18	1	-10	-14	15	-1	-23	-1	-3	-3
CCCCn1c(N)c(N(CCOC)C(=O)CN2CC=C(c3ccccc3)CC2)c(=O)[nH]c1=O	-3	0	-2	-7	-7	4	-31	-2	-1	3
O=c1cccc2n1CC1CC2CN(c2ncnc3c2cnn3-c2ccccc2)C1 (centres undefined)	5	1	7	5	-13	12	-15	1	0	7
CCN(CC)c1ccc(CC2C(=O)N(C)C(=O)N(C)C2=O)cc1	8	2	4	-6	20	-10	0	-1	2	-7
C[C@]12CCC3[C@@H](CCC4=CC(=O)CC[C@@]43CO)C1CCC2=O (some centres undefined)	-1	-2	-5	2	22	5	-21	-2	1	-4
CCC(=O)N1c2ccc(S(=O)(=O)CCC(=O)N3CCC4(CC3)OCCO4)cc2CC1C (centres undefined)	5	2	-4	-7	2	-12	11	10	2	2
C[C@H]1CCCC(=O)CCC/C=C/c2cc(O)cc(O)c2C(=O)O1	0	7	-1	-5	4	24	-22	52*	-44	5
CCCCn1c(=O)c(C(=O)Nc2ccc(C)cn2)c(O)c2ccccc21	3	-3	-1	0	-11	2	-27	-3	2	2
O=C(Cn1cc(C=C2C(=O)NC(=O)NC2=O)c2ccccc21)NCC1CCCO1 (centres undefined)	0	-1	-5	-1	14	-5	-5	-1	1	-1
CC(C)N(Cc1ccco1)/N=C/c1c(O)n(Cc2ccccc2)c(=O)[nH]c1=O	-2	0	0	.	8	-19	-34	-1	-2	4
COc1ccccc1CCNCc1cccc(C(F)(F)F)c1	2	4	5	10	19	-5	2	-2	1	-4
COC(=O)C1=C(c2cc3ccccc3o2)C[C@@H]2CC[C@H]1N2C(=O)N1CCCC1	-1	.	.	.	32	16	.	0	-1	10
CC(C)C[C@H](NC(=O)[C@@H]1CCCN1C(=O)[C@@H](N)Cc1ccc(O)cc1)C(=O)NCC(N)=O	-3	2	6	8	-13	-17	-13	-1	2	-7
CN1C(=O)C(=Cc2cn(CC#N)c3ccccc23)C(=O)N(C)C1=O	4	0	7	5	3	-9	-10	-3	3	-5
O=C1Nc2ccccc2Sc2ccccc21	6	3	-3	-4	8	20	-18	0	2	9
CN1CCN2c3ccc(N)cc3CC3(C(=O)NC(=O)NC3=O)C2C1 (centres undefined)	-13	20*	9	.	-3	-4	-35	.	-3	-13
O=C(c1cc(-c2cccnc2)nc2ccc(Cl)cc12)N1CCC2(CC1)OCCO2	-2	2	10	8	16	1	7	0	0	-1
CCCC[N+]12CCC(CC1)C(=C(c1ccccc1)c1ccccc1)C2	0	-4	-2	3	21	-8	-33	-2	0	-1
Cc1ccc(N2C(=O)NC(=O)/C(=C\c3cc(C)n(-c4sc5c(c4C#N)CCCC5)c3C)C2=O)cc1	-6	5	4	2	24	39	-20	-2	5	-3
CN1C2CCC1CC(OC(=O)c1ccc([N+](=O)[O-])cc1)C2 (centres undefined)	-12	3	-2	-2	10	-13	-54	.	1	-3
CC(=O)c1cn(Cc2ccccc2C#N)c2ccccc12	1	-2	16	5	-9	-9	-11	-8	2	-8
O=C(CCNC(=O)N1C[C@H]2C[C@@H](C1)c1cccc(=O)n1C2)Nc1cccc(Cl)c1	7	-6	-2	4	11	-2	-33	-2	3	-4
CCOc1ccccc1N=C1SCCCN1C	1	-3	-5	2	13	0	-8	.	0	1
CSCCC(N=Cc1c(O)n(-c2ccc(Cl)cc2)c(=O)[nH]c1=O)C(=O)OC(C)(C)C (centres undefined)	-5	2	-1	3	-15	3	-19	7	2	3
COC(=O)C(O)(c1c(C)[nH]c2ccccc12)C(F)(F)F (centres undefined)	.	-3	-5	-5	.	.	-22	2	.	.
OCC#CC[N+]1(CC#Cc2ccccc2)CCOCC1	2	5	-8	3	9	-3	-25	-2	0	-1
COc1ccc2nc(NC3=NCCN3)sc2c1	-21	-1	-1	-1	-209	32	-118	-1	1	25
O=C(COc1ccc(Cl)cc1)N1CCN(C/C=C/c2ccccc2)CC1	0	7	2	-2	33	7	10	1	4	7
Cn1c(=O)c2c(nc(N/N=C/c3c(O)n(-c4ccccc4)c(=S)[nH]c3=O)n2C)n(C)c1=O	-3	0	0	-5	17	-5	8	0	-2	-3
Cc1ccc(N2C(=O)/C(=C/c3ccc(CN(CCC#N)S(C)(=O)=O)o3)C(=O)NC2=S)cc1	-58	-5	-10	8	-22	-5	-12	-3	21	-2
COc1cccc(NP(=O)(Oc2ccccc2)Oc2ccccc2)c1	-5	-2	12	2	47	11	6	-2	-2	1
CN1CCN(C(=O)COc2ccc(N(C)S(=O)(=O)c3ccc(F)cc3)cc2)CC1	1	1	-5	0	10	-7	3	0	-23	-1
CCN(CC)P(=O)(c1nccn1C)N(CC)CC	-2	3	4	-7	5	24	-21	-1	0	9
Cc1cc(C)cc(NC(=S)NC2CC3CCCC(C2)N3Cc2cccs2)c1 (centres undefined)	1	0	2	-2	4	8	-2	2	-4	5
O=[N+]([O-])c1cccnc1N1CCCNCC1	-2	3	3	-4	-6	2	-30	-3	6	-9
COc1ccc(C(=O)C2CCCN(CCO)C2)c(C)c1 (centres undefined)	0	0	-2	2	-9	-11	-26	-2	0	-2
Cc1ccc(CN2CCN(Cc3ccccc3F)CC2)cc1	-2	-3	1	-1	6	-5	-2	-2	-3	-3

Source: PubChem (several laboratories)
